# S1P4 antagonist: S1P4 receptor antagonists, primary screen, cell-based. Sphingosine 1-phosphate receptor 4 (Homo sapiens), O95977. S1P4-expressing cells, antagonist mode, reporter read-out. inhibition, % at 4.98 µM. 0.26% of 220,000 active; in the data active = inhibition above about 29%;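 note: 0% = wells stimulated with agonist and 100% = vehicle wells without agonist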
# Mdm2 ligase inh: MDM2-luciferase reporter signal enhancers, primary screen, MDM2 E3 ligase inhibitor project, cell-based, luminescence, 1536-well; cell-based MDM2 ubiquitination luciferase reporter, 2 h; 0 = plate control, 100 = twice control, blank-subtracted; 0.11% of 210,000 active; E3 ubiquitin-protein ligase Mdm2 (Homo sapiens), Q00987; signal enhancement, % at 5 µM;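 active = signal enhancement of 30% or more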;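 note: luminescence tracks abundance of the self-degrading MDM2-luciferase fusion protein; higher signal means inhibition of MDM2 E3 ligase activity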
#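 Test system: stable mammalian line carrying autodegrading MDM2–luciferase fusion reporter; quantity: 2000 cells in each well; times: 4 h cell settling then 2 h compound exposure, 37 °C; detection: luminescence with SteadyLite reagent, 15 min at room temperature; evaluation: percent signal gain over controls, blank-subtracted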
# NPY2 pot ag: NPY-Y2 potentiators or agonists, primary screen, cell-based. Neuropeptide Y receptor type 2 (Homo sapiens), P49146. cells expressing NPY-Y2, potentiator/agonist read-out. activation, % at 3.6 µM. 0.45% of 220,000 active. AID 1359, 2008; in the data active = activation above about 27%;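 note: cells stimulated with NPY near EC25 plus isoproterenol at EC100; 0% = vehicle plus submaximal agonist and 100% = vehicle plus saturating agonist; some results beyond the cut were filed as inactive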
# PERK inhibitor: block of dimerizer-induced PERK translation repression, primary screen, PERK inhibitor project, CHO PERK-DD cells, SEAP luminescence, HTS; 0.17% of 220,000 active; Eukaryotic translation initiation factor 2-alpha kinase 3 (Homo sapiens), Q9NZJ5; inhibition, % at 5.6 µM; CHO PERK-DD fusion, SEAP luminescence translation reporter;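 active = inhibition above the mean inhibition of all tested compounds plus 3 SD, set separately per screening campaign, cut at about 2.9% in these data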;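 note: PERK kinase domain activated by AP20187 dimerizer at 100 nM; 0% = DMSO with dimerizer and 100% = rapamycin at 8.4 µM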
# Target sequence (Q9NZJ5 whole entry, looked up, the tested form may be a part): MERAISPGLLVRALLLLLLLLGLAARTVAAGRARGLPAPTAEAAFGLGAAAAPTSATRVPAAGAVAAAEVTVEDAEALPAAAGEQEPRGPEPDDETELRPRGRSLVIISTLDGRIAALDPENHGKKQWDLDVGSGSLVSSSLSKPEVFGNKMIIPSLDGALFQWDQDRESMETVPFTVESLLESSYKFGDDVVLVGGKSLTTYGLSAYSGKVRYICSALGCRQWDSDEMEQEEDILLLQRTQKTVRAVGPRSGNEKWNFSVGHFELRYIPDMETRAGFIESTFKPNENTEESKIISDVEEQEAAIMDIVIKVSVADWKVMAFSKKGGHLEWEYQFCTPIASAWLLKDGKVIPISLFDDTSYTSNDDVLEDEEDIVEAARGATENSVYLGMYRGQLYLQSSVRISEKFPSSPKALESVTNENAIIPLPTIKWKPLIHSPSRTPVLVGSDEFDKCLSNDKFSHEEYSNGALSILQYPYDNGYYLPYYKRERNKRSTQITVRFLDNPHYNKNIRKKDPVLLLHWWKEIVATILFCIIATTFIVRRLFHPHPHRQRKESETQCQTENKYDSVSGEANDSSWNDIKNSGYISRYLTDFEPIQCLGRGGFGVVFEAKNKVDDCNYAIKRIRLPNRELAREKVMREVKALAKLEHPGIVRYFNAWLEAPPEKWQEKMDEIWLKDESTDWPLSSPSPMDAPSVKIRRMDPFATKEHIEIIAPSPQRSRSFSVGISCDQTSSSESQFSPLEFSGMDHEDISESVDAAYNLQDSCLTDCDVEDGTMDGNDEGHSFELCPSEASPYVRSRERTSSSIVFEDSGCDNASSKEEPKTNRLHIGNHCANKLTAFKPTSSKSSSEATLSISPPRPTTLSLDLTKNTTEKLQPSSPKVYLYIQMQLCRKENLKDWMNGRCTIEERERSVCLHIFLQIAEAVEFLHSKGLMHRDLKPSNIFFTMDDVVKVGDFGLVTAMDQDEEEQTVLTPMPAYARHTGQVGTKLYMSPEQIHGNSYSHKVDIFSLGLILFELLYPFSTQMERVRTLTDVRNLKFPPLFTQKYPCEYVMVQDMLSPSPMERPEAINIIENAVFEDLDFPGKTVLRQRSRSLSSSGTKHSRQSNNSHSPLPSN
# Ba/F3 V617F tox: reduced viability of JAK2V617F-dependent Ba/F3 cells, primary screen, JAK2V617F inhibitor project, cell-based, Ba/F3 EpoR-JAK2V617F, luminescence | ATP luminescence | 1.1% of 220,000 active | inhibition, % at 5.6 µM | AID 1446, 2008;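 active = inhibition above the campaign mean plus 3 SD over all tested compounds, cut at about 24% in these data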;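 note: cytokine-independent growth of Ba/F3 cells driven by EpoR plus mutant JAK2; 0% = DMSO-treated cells and 100% = JAK inhibitor I control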
# Wee1 stabilizer: Wee1 degradation inhibitors, primary screen, cell-based, HeLa, Wee1K328M-luciferase, luminescence; Wee1-like protein kinase (Homo sapiens), P30291; HeLa Luc-Wee1K328M stability; 100% = proteasome inhibitor MG132 effect; reporter increase, % at 5 µM; 1.2% of 220,000 active;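 active = activation above the mean of all tested compounds plus 3 SD, set per screening run, cut at about 8.8% in these data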;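 note: cells exposed to compound for 20 h before luminescence read; 0% = DMSO alone and 100% = MG132 at 30 µM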
# S1P4 ag: S1P4 receptor agonists, primary screen, cell-based. 0.35% of 220,000 active. activation, % at 4.98 µM. AID 1509, 2009. Sphingosine 1-phosphate receptor 4 (Homo sapiens), O95977. S1P4-expressing cell line, agonist reporter assay; in the data active = activation above about 11%;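 note: 0% = DMSO vehicle and 100% = reference agonist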
# BaF3 tox: parental Ba/F3 cell viability inhibition, counter-screen for JAK2V617F inhibitor project, murine pro-B, CellTiter-Glo luminescence; CellTiter-Glo ATP luminescence; 1.1% of 220,000 active; inhibition, % at 5.6 µM;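 active = inhibition above a per-campaign cutoff, the mean inhibition of all tested compounds plus 3 SD, cut at about 27% in these data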;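 note: 0% = DMSO wells and 100% = JAK Inhibitor I control wells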
# eIF4E 4G PPI: eIF4E–eIF4G protein interaction inhibitors, primary screen, biochemical, uHTS, TR-FRET, eIF4GI fragment. AID 782, 2007. 0.37% of 220,000 active. inhibition, % at 21.7 µM. Eukaryotic translation initiation factor 4E (Mus musculus) + Eukaryotic translation …. TR-FRET eIF4E-eIF4GI(517-606) binding, 2 h;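 active = inhibition above about 30%, limit read from the data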;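 note: 0% = full FRET control wells and 100% = background wells lacking eIF4GI fragment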
# An asterisk follows results filed as active; . = not tested or not shown; [ ] = remark or other dose.
item	Compound	S1P4 antagonist	Mdm2 ligase inh	NPY2 pot ag	PERK inhibitor	Ba/F3 V617F tox	Wee1 stabilizer	S1P4 ag	BaF3 tox	eIF4E 4G PPI
1	Cc1ccc(CCNC(=O)CCSCc2ccc(Cl)cc2)cc1	-6	-21	-7	0.7	1	2	-1.9	7	2[fluorescence artefact?]
2	CCOc1ccc(NCc2cc3c(C(C)(C)C)nn(-c4ccccc4)c3[nH]c2=O)cc1	-4	0	35*	0.4	-2	-1	0.9	1	1
3	CCOC(=O)CCn1c2nc(C)cc(C)c2c(=O)n1-c1ccccc1	-8	1	17	-0.7	-2	-3	0.8	-1	.
4	CCCCNC(=O)c1ccccc1NC(=O)CCSc1ccccc1	-17	3	3	-0.5	-2	-1	0.0	2	-3
5	COc1ccc(-c2noc(-c3ccccc3C(=O)NCc3ccco3)n2)cc1OC	20	0	-18	-0.6	-1	-1	-1.0	2	4
6	Cc1cccc(Cn2c(N(C)CCO)nc3c2c(=O)[nH]c(=O)n3C)c1	4	-3	5	0.1	-1	-2	1.4	0	-1[fluorescence artefact?]
7	COC(=O)c1nc(-n2nc(C)cc2C)ccc1Cl	-1	-22	4	-0.7	0	2	0.1	5	-4
8	O=C(Nc1nonc1-c1ccc(Cl)cc1)c1ccccc1	15	-3	13	1.2	1	5	-2.7	3	-2
9	COc1ccc(CN2CCNC(=O)C2CC(=O)N2CCCO2)c(OC)c1 (centres undefined)	-7	-3	7	-0.2	-2	3	0.9	8	-2
10	COC(=O)CN(C#N)c1nc(SC)nc(N(C)C)n1	-16	-7	-3	-0.4	0	-2	1.7	4	-1[fluorescence artefact?]
11	Clc1ccc(-c2nc(C3CCCCC3)no2)cc1	-3	-12	-2	1.6	2	4	1.8	3	0
12	Cc1ccc(Cl)cc1N1CCN(C(=O)C2(S(=O)(=O)c3ccc(Cl)cc3)CC2)CC1	-1	-21	-11	-0.3	-1	1	-1.6	0	-1
13	CCOc1ccc(NC(=O)CN2CCN(CC(=O)Nc3ccc4c(c3)OCO4)CC2)cc1	-7	-2	10	0.1	-2	-1	0.3	-1	3
14	CCN(CC)CCNC(=O)c1ccc(NC(=O)c2cn(-c3ccccc3)nc2-c2cccs2)cc1	23	-3	5	-0.5	0	0	-2.3	6	7
15	O=c1c(Cl)c(Cl)cnn1Cc1ccc(F)cc1	60*	-93	15	0.4	7	-1	-3.9	-3	-1
16	O=C(Nc1ccc(Cc2ccncc2)cc1)c1cc([N+](=O)[O-])ccc1N1CCOCC1	-9	-4	16	-1.0	-4	-3	0.4	2	2
17	COc1cccc(C(=O)Nc2nc3c(s2)CN(C)CC3)c1	-3	-21	-7	0.1	-1	0	1.1	-1	4
18	Cc1cc(OCCCCN2C(=O)NC(C)(C)C2=O)cc(C)c1Cl	2	-14	-29	-1.0	11	-4	1.5	9	-4
19	Cc1ccccc1CNC(=O)c1ccccc1C	-18	-17	-14	-1.1	4	-2	0.7	9	-11
20	Cc1cc2cc(C(c3nnnn3Cc3ccco3)N3CCCCC3)c(=O)[nH]c2cc1C (centres undefined)	-1	-19	20	0.7	-4	-1	-0.6	-1	-3
21	O=C(O)CCCCCNS(=O)(=O)c1c(Cl)cccc1Cl	-1	-10	-6	-0.1	3	-2	2.7	1	-15
22	Cc1ccc(C)c(NC(=S)NCCc2ccc(F)cc2)c1	-15	-4	2	0.2	0	0	1.3	7	-1
23	CCSc1ncnc2sc(C)c(C)c12	-13	-11	10	-0.9	2	-2	-2.3	6	3[fluorescence artefact?]
24	Cn1cc(/C=C(\C#N)C(=O)Nc2ncc(Cc3cccc(Cl)c3)s2)c2ccccc21	-15	0	-14	0.5	-2	2	0.1	2	-2[fluorescence artefact?]
25	CCN1C(=O)S/C(=C/c2ccc(Sc3nc4ccccc4[nH]3)o2)C1=O	-11	-5	14	0.1	-2	-2	1.9	5	0
26	O=C(CCCNC(=O)/C(=C/c1ccccc1F)NC(=O)c1ccccc1)OCc1ccccc1	-8	.	2	-1.0	-3	2	5.4	1	2
27	CCCn1cnc2cc(NCc3cccc(OC)c3)ccc21	-12	-3	6	-1.0	-5	0	1.5	3	-3
28	CCOC(=O)c1sc(-c2ccc(OC)cc2)cc1N	-32	-23	5	1.5	-3	11*	0.0	6	2
29	Cc1ccc(CN2CCN(C(=O)C3CCCO3)CC2)cc1 (centres undefined)	-20	-9	6	2.3	2	5	1.6	5	7
30	CN(C(=O)c1cccnc1)c1nc(-c2ccccc2)cs1	-2	-2	-6	0.5	-3	-1	3.2	3	6

# Fetched by structure from the entries so far:
item	Compound	S1P4 antagonist	Mdm2 ligase inh	NPY2 pot ag	PERK inhibitor	Ba/F3 V617F tox	Wee1 stabilizer	S1P4 ag	BaF3 tox	eIF4E 4G PPI
16	O=C(Nc1ccc(Cc2ccncc2)cc1)c1cc([N+](=O)[O-])ccc1N1CCOCC1	-9	-4	16	-1.0	-4	-3	0.4	2	2
9	COc1ccc(CN2CCNC(=O)C2CC(=O)N2CCCO2)c(OC)c1 (centres undefined)	-7	-3	7	-0.2	-2	3	0.9	8	-2

# Other compounds
item	Compound	S1P4 antagonist	Mdm2 ligase inh	NPY2 pot ag	PERK inhibitor	Ba/F3 V617F tox	Wee1 stabilizer	S1P4 ag	BaF3 tox	eIF4E 4G PPI
31	CN1CCc2nc(SCC(=O)Nc3ccc(Cl)cc3)c(C#N)cc2C1	11	-18	10	-0.6	-2	-2	-0.9	2	2
32	CC(C(=O)NCCC1=CCCCC1)c1ccc([N+](=O)[O-])cc1 (centres undefined)	-16	-5	-7	0.0	2	-2	0.1	3	-3
33	CN(C)S(=O)(=O)c1cccc(NC(=S)Nc2cccc3cnccc23)c1	2	-19	2	0.9	-4	-1	0.3	-3	4
34	Cc1csc(SCC(=O)NC(C)c2ccccc2)n1 (centres undefined)	1	4	9	2.2	-3	0	-1.1	-2	-1
35	COc1ccc(/C=C2/SC(=O)NC2=O)cc1	-26	-6	-5	-0.2	1	-3	1.2	3	1
36	Cc1cc2n(n1)C(c1cccs1)Nc1ccccc1-2 (centres undefined)	-7	-8	2	0.1	4	-2	2.2	1	0
37	Cc1ccc(Cn2ncc3c(N4CCN(CCc5ccccc5)CC4)ncnc32)cc1	3	-12	-1	-0.1	-3	-1	-0.2	4	3
38	CCOc1ccc(CCNc2nc3ccccc3n3cnnc23)cc1OCC	-4	-4	-17	-1.7	4	0	0.0	-2	-1
39	N#CCC(=O)N/N=C/c1ccccc1Cl	12	-8	-1	-0.4	1	2	1.2	2	3
40	O=C(CSc1nc2ccccc2s1)N1c2ccccc2Sc2ccc(Cl)cc21	4	-8	-10	-0.9	-2	0	0.4	0	5
41	COC(=O)c1ccsc1NC(=O)C1=COCCO1	-20	-14	51*	2.5	-4	-1	0.9	-1	-3
42	Cc1nn(CC(=O)Nc2ccccc2)c(=O)c2ccccc12	0	-16	25	-0.8	-3	-3	-2.0	2	4
43	Cc1cc(N/N=C2\CC(C)CC(C)(C)C2)nc2ccccc12 (centres undefined)	-8	0	-7	0.3	-2	-2	2.1	3	7
44	COc1ccc(NS(=O)(=O)c2cccc(NC(=O)NC3CCCCC3)c2)cc1	-11	-4	9	0.2	-4	4	-0.3	2	0[fluorescence artefact?]
45	CCOCCc1nnc(NC(=O)CN2C(=O)c3ccccc3C2=O)s1	-21	-5	6	1.6	-3	-2	-0.5	-2	4
46	CCCn1c(SCC(=O)Nc2nonc2C)nnc1-c1ccoc1C	-2	-20	3	-0.3	-2	-1	3.4	5	0
47	Cc1ccc(S(=O)(=O)N/N=C\c2ccccc2OCc2ccccc2)cc1	-6	-19	-5	0.3	0	-4	0.7	5	3
48	CS(=O)(=O)N1Cc2ccccc2CC1C(=O)OCC(=O)Nc1ccc2ccccc2c1 (centres undefined)	7	-9	1	0.1	-1	-1	-1.6	1	-11
49	Cc1cccc(C)c1NC(=O)CSC(=O)c1sc2ccccc2c1Cl	-1	-9	-1	1.1	-2	-2	-1.1	-1	2
50	CC(C)CCN1CCN(Cc2cnc(N3CCCC3)s2)CC1CCO (centres undefined)	-4	-15	-3	-0.9	4	-1	3.2	4	0
51	COc1ccc(C(C(=O)NC2CCCC2)N(C(=O)c2snc(-c3ccc(F)cc3)c2N)c2ccc(OC)cc2)cc1 (centres undefined)	-9	-11	-19	-0.5	4	3	1.8	8	-14
52	O=C(Nc1sc2c(c1C(=O)O)CCC2)c1ccco1	-9	-24	-13	1.0	-2	0	-1.4	2	8
53	O=C1CSC(c2cccc(F)c2)N1c1ccc(O)cc1 (centres undefined)	-15	-3	1	1.0	-4	0	-2.8	3	-1
54	COc1ccc(-c2[nH]c(-c3ccccc3)nc2SCC(=O)NCc2ccco2)cc1OC	-5	-21	-8	-1.0	-5	-3	-0.4	2	-5
55	O=C(Nc1cccc2c1C(=O)NC2=O)c1ccccc1[N+](=O)[O-]	-1	-9	-1	1.4	-1	5	-0.4	-5	1
56	COc1ccc(N(CC(O)Cn2nnc3ccccc32)S(=O)(=O)c2ccc(C)cc2)cc1 (centres undefined)	12	-21	-9	-1.0	3	-2	-2.4	5	-1
57	Cn1ncc(C#N)c1NC(=O)c1cc(-c2ccccc2Cl)on1	-1	-12	3	0.4	0	0	-0.1	-1	16
58	CCc1nnc(NS(=O)(=O)c2ccc(N3C(=O)C4CC=C(Cl)CC4C3=O)cc2)s1 (centres undefined)	2	-10	-12	1.2	0	-1	0.8	3	-1[fluorescence artefact?]

# Results in Ba/F3 V617F tox, Wee1 stabilizer and PERK inhibitor, for 4 of the compounds above:
No.	compound	Ba/F3 V617F tox	Wee1 stabilizer	PERK inhibitor
36	Cc1cc2n(n1)C(c1cccs1)Nc1ccccc1-2 (centres undefined)	4	-2	0.1
37	Cc1ccc(Cn2ncc3c(N4CCN(CCc5ccccc5)CC4)ncnc32)cc1	-3	-1	-0.1
38	CCOc1ccc(CCNc2nc3ccccc3n3cnnc23)cc1OCC	4	0	-1.7
39	N#CCC(=O)N/N=C/c1ccccc1Cl	1	2	-0.4

# Single records, as listed above:
# COc1ccc(NS(=O)(=O)c2cccc(NC(=O)NC3CCCCC3)c2)cc1 reads S1P4 antagonist = -11; Mdm2 ligase inh = -4; NPY2 pot ag = 9; PERK inhibitor = 0.2; Ba/F3 V617F tox = -4; Wee1 stabilizer = 4; S1P4 ag = -0.3; BaF3 tox = 2; eIF4E 4G PPI = 0[fluorescence artefact?]
# CN(C)S(=O)(=O)c1cccc(NC(=S)Nc2cccc3cnccc23)c1 reads S1P4 antagonist = 2; Mdm2 ligase inh = -19; NPY2 pot ag = 2; PERK inhibitor = 0.9; Ba/F3 V617F tox = -4; Wee1 stabilizer = -1; S1P4 ag = 0.3; BaF3 tox = -3; eIF4E 4G PPI = 4

# This is a random part of the collection; 4.1% or so of the library scored in one or more.
